Screens deposited in PubChem BioAssay by several laboratories.
bIAP inh: intestinal alkaline phosphatase (bovine) inhibition; 190,000 tested, under 10 active; purified bovine IAP, CDP-star luminescence, 30 min; inhibition, % at 20 µM;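 active = over 50% inhibition of intestinal alkaline phosphatase at 20 µM in the single-dose screen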
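System: Purified bovine intestinal alkaline phosphatase (IAP) enzyme | Input: IAP diluted 1/65,000,000 in the well | Also added: CDP-star chemiluminescent phosphatase substrate, 30 µM final | Dosing: 20 µM single dose | Times: Enzyme reaction for 30 min at room temperature | Detection: Luminescence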
PPARg SRC-2 ag: PPARgamma-driven SRC-2 recruitment agonism | activation, % at 8 µM | PPARgamma LBD-SRC-2 recruitment, biochemical | 0.34% of 200,000 active; in the data active = activation above about 22%;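 note: 0% = vehicle and 100% = reference agonist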
Target sequence (P37231 whole entry, looked up, the tested form may be a part): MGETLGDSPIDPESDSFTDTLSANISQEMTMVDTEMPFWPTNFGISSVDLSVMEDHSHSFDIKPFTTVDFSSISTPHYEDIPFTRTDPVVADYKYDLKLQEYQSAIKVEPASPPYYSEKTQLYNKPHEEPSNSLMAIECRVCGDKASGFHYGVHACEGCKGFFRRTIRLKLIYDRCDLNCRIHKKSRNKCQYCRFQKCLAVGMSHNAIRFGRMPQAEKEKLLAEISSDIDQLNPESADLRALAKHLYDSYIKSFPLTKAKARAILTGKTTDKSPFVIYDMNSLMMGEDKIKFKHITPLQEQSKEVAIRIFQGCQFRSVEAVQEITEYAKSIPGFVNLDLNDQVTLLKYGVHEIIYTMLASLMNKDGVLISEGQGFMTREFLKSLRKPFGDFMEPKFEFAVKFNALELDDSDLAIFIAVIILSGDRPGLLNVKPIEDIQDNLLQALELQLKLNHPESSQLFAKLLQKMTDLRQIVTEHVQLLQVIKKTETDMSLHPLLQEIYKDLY
ROMK primary: modulators of human ROMK potassium channel; Tet-inducible ROMK, thallium flux fluorescence; actives lie on both sides; AID 1918; B-score at 10 µM; P48048; 2% of 130,000 active;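 active = signal ratio slope over the read window, or its plate-corrected B-score, at least 3 SD from the plate mean, either direction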;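 note: B-score of the F/F0 ratio slope over 7 to 12 s after thallium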
Target sequence (P48048 whole entry, looked up): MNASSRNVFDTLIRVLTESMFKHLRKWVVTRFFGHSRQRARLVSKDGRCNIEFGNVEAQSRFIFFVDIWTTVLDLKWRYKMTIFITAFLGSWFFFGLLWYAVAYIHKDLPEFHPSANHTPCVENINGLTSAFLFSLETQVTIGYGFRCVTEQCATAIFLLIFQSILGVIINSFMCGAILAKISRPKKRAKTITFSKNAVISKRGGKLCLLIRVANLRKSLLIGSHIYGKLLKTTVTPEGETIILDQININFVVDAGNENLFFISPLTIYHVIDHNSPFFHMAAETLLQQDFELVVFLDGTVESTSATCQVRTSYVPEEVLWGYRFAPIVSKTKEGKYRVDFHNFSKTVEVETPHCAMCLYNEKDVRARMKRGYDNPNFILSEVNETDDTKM
HMGR II inh: blocks class II HMG-CoA reductase of Enterococcus faecalis | purified E. faecalis HMGR, NADPH absorbance 340 nm kinetic | inhibition, % at 10 µM | 0.41% of 190,000 active | AID 1066;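 active = inhibition above a set limit, the median over all tested compounds plus 3 SD, cut at about 9.5% in these data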;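 note: enzyme runs in reverse so mevalonate oxidation gives rising NADPH absorbance; 0% = complete reaction with DMSO and 100% = background rate lacking mevalonate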
PPARg SRC3 recr: PPARgamma-driven SRC-3 recruitment agonism | 0.26% of 200,000 active | activation, % at 8 µM | P37231 | biochemical PPARgamma/SRC-3 coactivator recruitment assay; in the data active = activation above about 23%;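 note: 0% = DMSO and 100% = reference agonist; some compounds past the cut are filed as inactive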
S1P3 antag: S1P3 (human) receptor antagonism | Q99500 | 0.27% of 170,000 active | inhibition, % at 4.98 µM | AID 485 | CHO S1P3 NFAT-BLA reporter, FRET fluorescence, antagonist mode;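 active = inhibition above the plate cutoff, the mean inhibition of test wells on that plate plus 3 SD, cut at about 28% in these data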;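 note: cells challenged with S1P at its EC80 of 0.8 µM; blue over green emission ratio from cleaved BLA substrate after 4 h stimulation; 0% = S1P-stimulated wells and 100% = unstimulated DMSO-only wells; some compounds past the cut are filed as inactive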
TR-FRET SRC-2 ct: counter-screen for PPARgamma SRC-2 recruitment agonists: TR-FRET artefact | active compounds read high | TR-FRET ratio at 8 µM | 0.4% of 200,000 active | AID 1049; in the data active = TR-FRET ratio above about 2000; note: inactives centre near 1500; reference of the scale not given here
Redox H2O2 prof: compounds producing H2O2 with reducing agent – biochemical, NIH compound library profiling, artefact control for MLSCN library redox annotation, primary screen. DTT-dependent redox cycling H2O2, phenol red/HRP absorbance; 100% = 100 µM peroxide control, 0% = buffer. activation, % at 10 µM. 0.03% of 200,000 active;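 active = activation of at least 50% relative to the plate's high and low controls in the primary single-dose screen; inactive = activation below 50%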;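 note: compound incubated with DTT at 0.8 mM final as the reducing agent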
Lmaj promast: reduces viability of Leishmania major promastigotes; resazurin fluorescence viability; inhibition, % at 10 µM; 9% of 200,000 active; in the data active = inhibition above about 50%;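 note: promastigotes grown with compound for 44 hours at 28 °C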
RAM inhibit: inhibitors of the yeast RAM network; S. cerevisiae dse1pr::URA3 reporter, 5-FOA growth OD615, 2 d; analog-sensitive cbk1-as2 kinase mutant strain; inhibition, % at 50 µM; 1.8% of 190,000 active;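 active = inhibition above a set limit, 3 SD over mean compound inhibition, cut at about 8.4% in these data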;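 note: 0% = DMSO-only wells with no growth and 100% = 10 µM 1-NA-PP1 full growth; inhibition rescues growth on 5-FOA so higher OD means more RAM inhibition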
PPARg SRC-1 ag: PPARgamma-driven SRC-1 recruitment agonism. P37231. PPARgamma-SRC-1 coactivator recruitment biochemical assay. activation, % at 8 µM. 0.41% of 200,000 active. AID 631; in the data active = activation above about 19%;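 note: 0% = DMSO and 100% = reference agonist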
An asterisk follows results filed as active; nt = not tested or not shown.

The opening 4 entries as a preview:
nr	SMILES	bIAP inh	PPARg SRC-2 ag	ROMK primary	HMGR II inh	PPARg SRC3 recr	S1P3 antag
1	O=C(Cn1c(=O)oc2ccccc21)Nc1nc(-c2ccccc2)cs1	8	5	nt	3	6	nt
2	COC(=O)Cc1c(C)c2ccc(OCC(=O)NCc3ccc4c(c3)OCO4)cc2oc1=O	18	4	nt	0	1	0
3	CCN(CC)CCn1c(-c2ccccc2)nc(=S)c2c1CC(C)(C)OC2	11	4	0.62	nt	-6	nt
4	Cc1ccc(OCC(=O)OCc2c(C)noc2C)cc1C	3	2	0.96	0	2	nt

nr	TR-FRET SRC-2 ct	Redox H2O2 prof	Lmaj promast	RAM inhibit	PPARg SRC-1 ag
1	1612	-0.6	-6	6.5	2
2	1520	-1.4	0	8.2	1
3	1519	-0.3	-2	0.0	2
4	1718	0.0	-6	0.3	-2

Results, repeating the preview:
nr	SMILES	bIAP inh	PPARg SRC-2 ag	ROMK primary	HMGR II inh	PPARg SRC3 recr	S1P3 antag
1	O=C(Cn1c(=O)oc2ccccc21)Nc1nc(-c2ccccc2)cs1	8	5	nt	3	6	nt
2	COC(=O)Cc1c(C)c2ccc(OCC(=O)NCc3ccc4c(c3)OCO4)cc2oc1=O	18	4	nt	0	1	0
3	CCN(CC)CCn1c(-c2ccccc2)nc(=S)c2c1CC(C)(C)OC2	11	4	0.62	nt	-6	nt
4	Cc1ccc(OCC(=O)OCc2c(C)noc2C)cc1C	3	2	0.96	0	2	nt
5	Cc1ccccc1OCC(=O)NNC(=O)CSc1nc(N)cc(N)n1	-28	10	-0.17	-4	4	-19
6	O=C(NC(=S)NNC(=O)c1ccccc1O)c1cccnc1	-8	-1	-0.11	-3	0	-7
7	COc1ccc2oc(C(=O)C3CC3)c(N)c2c1	1	10	nt	0	-7	-28
8	O=C(NCNC(=O)c1ccccc1)c1ccccc1	14	2	nt	0	8	nt
9	CC(=O)c1cc2c(cc1NC(=O)c1ccccc1C)OCO2	2	7	-0.97	1	8	-28
10	O=C(O)COc1ccc2c(-c3ccccc3)cc(=O)oc2c1	16	-3	0.61	nt	5	-38
11	COc1cccc(-c2nc(CS(=O)(=O)CC(=O)N3CCc4ccccc43)c(C)o2)c1	2	2	nt	-6	-3	nt
12	CCCC1Nc2ccc(C(=O)O)cc2C2C=CCC12 (stereo not drawn)	10	4	-0.56	-1	1	-11

nr	TR-FRET SRC-2 ct	Redox H2O2 prof	Lmaj promast	RAM inhibit	PPARg SRC-1 ag
1	1612	-0.6	-6	6.5	2
2	1520	-1.4	0	8.2	1
3	1519	-0.3	-2	0.0	2
4	1718	0.0	-6	0.3	-2
5	1566	0.1	1	0.8	2
6	1458	0.2	10	5.1	3
7	1464	0.9	4	0.9	0
8	1422	-1.9	-5	2.3	2
9	1572	-1.8	-6	0.1	7
10	1434	1.0	-2	nt	6
11	1477	-1.2	-2	2.9	-6
12	1535	-0.1	-4	5.5	-1

Look-ups from above.
compound 8 | PPARg SRC-2 ag: 2
compound 12 | PPARg SRC3 recr: 1
compound 2 | PPARg SRC-2 ag: 4
compound 7 | TR-FRET SRC-2 ct: 1464
compound 6 | Redox H2O2 prof: 0.2

(listing goes on)
nr	SMILES	bIAP inh	PPARg SRC-2 ag	ROMK primary	HMGR II inh	PPARg SRC3 recr	S1P3 antag
13	COc1ccc(/C=C/C(=O)N(c2ccccn2)C2CCCCC2)cc1OC	-1	5	0.99	-8	3	-17
14	COc1cc2nc(CN3CCC(C(O)(c4ccccc4)c4ccccc4)CC3)[nH]c(=O)c2cc1OC	-49	-6	0.48	-8	1	0
15	Cc1cc(N2C(=O)C3C4c5ccccc5C(c5ccccc54)C3C2=O)no1 (stereo not drawn)	10	-2	nt	-2	-4	-2
16	COc1ccc(NC2=C(c3ccc(OC)cc3)C(=O)c3ccccc32)cc1	-4	9	-0.57	-4	8	4
17	CCCNC(=O)c1cccc(NC(=O)C(C)C)c1	6	-6	0.3	-6	-3	-15
18	CC(=O)c1ccc2c3c(ccc(O)c13)CC2	20	5	nt	-5	5	8
19	CC(C)COC(=O)n1ccc(C(=O)N2CCCCC2)n1	3	-4	0.042	0	-2	-8
20	CCOC(=O)CC1=CC(=O)Nc2ccccc2N1	11	-3	0.88	-3	-4	-6
21	COC(=O)C(C)N(C#N)c1nc(C)cc(C)n1 (stereo not drawn)	-1	-1	0.053	4	8	nt
22	CCC(=O)Nc1ccccc1C(=O)OCc1ccc(C(=O)c2ccccc2)cc1	-7	7	nt	1	3	nt
23	CN(C(=O)COC(=O)/C=C/c1ccc2ccccc2n1)C1CCS(=O)(=O)C1 (stereo not drawn)	3	4	-0.27	3	-5	-2
24	CCc1nnc(NC(=O)CSc2nnc(-c3ccncc3)n2C)s1	6	5	nt	-2	0	nt

nr	TR-FRET SRC-2 ct	Redox H2O2 prof	Lmaj promast	RAM inhibit	PPARg SRC-1 ag
13	1740	-0.1	9	2.7	19
14	1234	0.7	23	0.6	7
15	1339	0.4	5	1.8	1
16	1617	0.1	1	2.3	11
17	1419	-0.6	2	0.8	-5
18	1535	0.2	-3	1.8	8
19	1411	1.9	-5	-0.8	2
20	1296	2.9	0	-0.8	2
21	1466	-5.0	-8	2.0	0
22	1738	-4.4	5	12*	0
23	1533	-0.2	6	3.8	5
24	1438	1.9	-6	3.1	0

Continuation:
nr	SMILES	bIAP inh	PPARg SRC-2 ag	ROMK primary	HMGR II inh	PPARg SRC3 recr	S1P3 antag
25	CN(C(=O)c1ccc(OC2CCN(CCc3ccccc3)CC2)cc1)C1CCOCC1	-10	0	nt	-5	-2	22
26	CN=C(Nc1ccc(Br)cc1)SC1CC(=O)N(c2ccc(OC)cc2)C1=O (stereo not drawn)	6	5	0.076	4	-6	7
27	C[C@H](NC(=O)c1nc[nH]c1C(=O)NCCCCCNC(=O)OC(C)(C)C)C(=O)OCc1ccccc1	-28	14	nt	-4	-2	-13
28	N#Cc1nc(-c2ccco2)oc1N1CCOCC1	8	9	0.73	1	-4	-26
29	Cc1ccccc1C(=O)NNc1ccc([N+](=O)[O-])cc1	25	5	-0.31	-7	0	nt
30	CCOc1cc(NS(=O)(=O)c2ccc(NC(C)=O)cc2)c(OCC)cc1NC(=O)c1cccs1	-7	-6	0.79	-3	3	6
31	CCS(=O)(=O)N1CCC(NC(C)=O)(c2ccccc2)CC1	4	0	nt	-2	11	-2
32	N#C/C(=C\c1ccccc1OCc1ccc(C(=O)O)cc1)c1ccccc1	6	3	0.38	-3	-2	-23
33	COc1ccc(/C=N/n2c(-c3n[nH]c4c3CCC4)n[nH]c2=S)cc1OC	-1	2	0.34	-4	4	-5
34	COc1ccc(Cc2nc3ccccc3[nH]2)cc1OC	6	-9	-0.049	-1	-2	-6
35	O=S(=O)(c1ccc(Cl)cc1)N1CCN(C2CCCCCC2)CC1	11	5	nt	-3	1	9
36	O=C(OC1CCOC1=O)c1ccc2ccccc2n1 (stereo not drawn)	2	8	nt	-2	8	8

nr	TR-FRET SRC-2 ct	Redox H2O2 prof	Lmaj promast	RAM inhibit	PPARg SRC-1 ag
25	1430	-1.6	-2	2.2	8
26	1567	0.0	0	3.6	2
27	1693	-0.2	0	1.6	-2
28	1439	-0.2	-7	-0.4	9
29	1570	-0.1	1	0.8	3
30	1647	-0.3	14	6.5	10
31	1595	1.3	-8	1.8	-3
32	1535	-0.1	8	2.0	2
33	1676	0.0	-3	0.7	8
34	1301	-1.2	-2	0.2	-11
35	1512	1.2	90*	1.3	8
36	1640	0.1	-3	3.1	-2

More structures
nr	SMILES	bIAP inh	PPARg SRC-2 ag	ROMK primary	HMGR II inh	PPARg SRC3 recr	S1P3 antag
37	O=S(=O)(NCCN1CCOCC1)c1ccc2c(c1)OCCO2	-7	-4	0.42	-6	-1	1
38	COc1cccc(OC(=O)CSc2nnc(-c3ccccc3Br)o2)c1	10	16	nt	-5	11	7
39	Cc1ccc(S(=O)(=O)Nc2ccc(NC(=O)Nc3ccc(F)cc3F)cc2)cc1	6	8	nt	5	-2	14
40	COc1ccc(C(C(=O)NC2CCCCC2)N(C(=O)c2sc(C)nc2C)c2ccc(OC)cc2)cc1 (stereo not drawn)	1	-3	0.71	3	-7	nt
41	Cc1nonc1NC(=O)N1CCCC1	-4	-5	1.2	-4	2	-43
42	Cc1cccc(NC(=O)c2oc3ccc(S(=O)(=O)N4CCOCC4)cc3c2C)c1C	-8	-3	nt	0	-4	-17
43	Cc1ccccc1-n1cnc2cc(NCc3cccs3)ccc21	2	8	nt	-2	18	nt
44	O=C(CS(=O)(=O)Cc1ccccc1)Nc1ccc(S(=O)(=O)N2CCCCCC2)cc1	17	-3	nt	1	1	nt
45	O=C(CSc1nnc(C23CC4CC(CC(C4)C2)C3)o1)Nc1ccc(N2CCOCC2)c(Cl)c1	9	2	0.31	-6	11	-10
46	COc1ccc(OC)c(C(c2nnnn2CCC(C)C)N2CCN(C(=O)c3ccco3)CC2)c1 (stereo not drawn)	-1	2	nt	1	7	1
47	Cc1cc(C(=O)CSc2nc(N)cc(=O)[nH]2)c(C)n1CCc1ccc(Cl)cc1	10	-12	-0.019	-7	5	nt
48	Cc1ccc(CNC(=O)CSc2nnnn2C)cc1	9	-11	nt	-6	9	nt

nr	TR-FRET SRC-2 ct	Redox H2O2 prof	Lmaj promast	RAM inhibit	PPARg SRC-1 ag
37	1507	-0.4	-3	-0.4	3
38	1686	3.1	0	1.4	3
39	1742	0.0	5	6.1	4
40	1493	-3.9	4	2.5	-5
41	1361	-5.2	1	4.3	-3
42	1644	1.0	8	6.5	10
43	1536	-3.0	20	0.8	3
44	1453	2.4	52*	3.2	1
45	1617	-0.5	21	3.2	0
46	1588	-0.9	40	0.0	7
47	1594	-1.4	5	3.9	-4
48	1363	0.3	-6	1.1	-1

The list goes on.
nr	SMILES	bIAP inh	PPARg SRC-2 ag	ROMK primary	HMGR II inh	PPARg SRC3 recr	S1P3 antag
49	CN(C)c1ccc(C(=O)OCC(=O)Nc2ccc(S(N)(=O)=O)cc2)cc1	14	4	nt	-2	0	-23
50	CCC(CC)C(=O)Nc1nnc(-c2cccs2)s1	-3	9	-0.0014	-4	13	20
51	Cc1ccc2c(c1)Oc1ccc(NC(=O)CCCl)cc1C(=O)N2	7	1	0.13	2	1	4
52	Cc1ccc(CNC(=O)c2ccc(C#CC(C)(C)O)s2)cc1	20	4	nt	0	-5	nt
53	COc1cc(C)nc(N2CCC(C(N)=O)CC2)n1	15	7	nt	-5	1	-4
54	COc1ccc(-c2cc(C(=O)N3CCN(C(c4ccccc4)c4ccccc4)CC3)no2)cc1OC	-2	0	0.065	0	5	27
55	CC(=O)Nc1ccc(S(=O)(=O)NCc2cccnc2)cc1	11	0	nt	-4	6	-13
56	COCC(=O)Nc1ccc(Br)cc1	36	1	0.67	2	-3	nt

nr	TR-FRET SRC-2 ct	Redox H2O2 prof	Lmaj promast	RAM inhibit	PPARg SRC-1 ag
49	1604	1.0	0	0.7	3
50	1582	-0.2	2	0.5	12
51	1821	-2.1	9	5.5	4
52	1381	-0.8	-1	1.3	0
53	1669	-7.3	-1	2.5	0
54	1474	2.5	94*	2.4	-4
55	1726	-0.5	-1	0.0	4
56	1525	-0.1	-5	-0.4	2
